S1P4 agonist = activates the human S1P4 receptor | S1P4-expressing cell line, agonist reporter assay | AID 1509 | 220,000 tested, 0.35% active | activation, % at 4.98 µM; in the data active = activation above about 11%;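 also: 0% = DMSO vehicle and 100% = reference agonist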
TRPN1 ag = agonists of zebrafish TRPN1 channel. HEK293 zebrafish TRPN1-YFP, Fluo-8 calcium fluorescence; 100% = response to 87 µM carbachol. activation, % at 3 µM. 220,000 tested, 0.18% active. AID 1424;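 active = activation above its plate's cutoff, the mean activation of test wells on that plate plus 3 SD, cut at about 19% in these data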;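 also: 0% = DMSO alone and 100% = 87 µM carbachol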
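Material: zebrafish TRPN1-YFP in HEK293 cells. Doses: one dose of 3 µM, 0.3% DMSO. Incubation: dye 1 h 37 °C plus 30 min RT. Measured by: intracellular calcium fluorescence with Fluo-8.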
NPY1 pot ag = potentiators or agonists of human neuropeptide Y receptor Y1; P25929; NPY-Y1 expressing cells, potentiator/agonist activation; activation, % at 3.6 µM; 220,000 tested, 0.37% active; AID 1304; in the data active = activation above about 33%, passing the limit was not always enough;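 also: cells stimulated with NPY at EC10 then isoproterenol at EC100; 0% = low agonist plus stimulus and 100% = saturating agonist plus stimulus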
Target sequence (P25929 whole entry, looked up): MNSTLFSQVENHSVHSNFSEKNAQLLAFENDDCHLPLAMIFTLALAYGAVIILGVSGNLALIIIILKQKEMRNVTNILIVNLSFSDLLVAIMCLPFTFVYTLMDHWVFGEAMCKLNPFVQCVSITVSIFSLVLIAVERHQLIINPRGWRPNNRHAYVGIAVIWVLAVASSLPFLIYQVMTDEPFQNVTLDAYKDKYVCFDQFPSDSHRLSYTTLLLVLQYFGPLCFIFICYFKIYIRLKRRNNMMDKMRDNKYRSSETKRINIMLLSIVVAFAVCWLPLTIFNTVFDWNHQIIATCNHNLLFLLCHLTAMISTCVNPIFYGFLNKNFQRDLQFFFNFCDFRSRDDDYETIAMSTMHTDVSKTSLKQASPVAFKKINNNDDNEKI
TRPML3 ag = activates the human TRPML3 channel. Q8TDD5. HEK293 TRPML3-YFP, Fluo-8 calcium fluorescence; 100% = the carbachol control signal. activation, % at 3 µM. 220,000 tested, 0.29% active;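 active = activation above its plate's cutoff, the mean activation of the plate's test wells plus 3 SD, cut at about 12% in these data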;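 also: 0% = DMSO only wells and 100% = carbachol wells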
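Material: HEK293 cells stably carrying human TRPML3-YFP; compound dosing: single dose, 3 µM final nominal compound, 0.3% DMSO final; incubation: 1-h 37 °C dye load, 5-s basal, 120-s post-compound reads; technique: Fluo-8 intracellular calcium fluorescence, excitation 470-495 nm, emission 515-575 nm; read-out basis: percent activation from peak-to-basal fluorescence ratio, scaled between DMSO and carbachol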
CHOP inh = inhibitors of CHOP induction in ER stress response; CHO-K1 CHOP-promoter luciferase, tunicamycin-induced, 15-18 h; 220,000 tested, 3.8% active; inhibition, % at 10 µM; AID 2732;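 active = compounds that reduced the stress-induced luciferase reporter signal by more than about 70% of percent inhibition, limit read from the data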;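 also: 0% = tunicamycin plus vehicle and 100% = wells without tunicamycin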
NPY2 pot ag = potentiates or activates human NPY-Y2 receptor. 220,000 tested, 0.45% active. activation, % at 3.6 µM. cells expressing NPY-Y2, potentiator/agonist read-out; in the data active = activation above about 27%;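 also: cells stimulated with NPY near EC25 plus isoproterenol at EC100; 0% = vehicle plus submaximal agonist and 100% = vehicle plus saturating agonist; some results beyond the cut were filed as inactive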
Target sequence (P49146 whole entry, looked up): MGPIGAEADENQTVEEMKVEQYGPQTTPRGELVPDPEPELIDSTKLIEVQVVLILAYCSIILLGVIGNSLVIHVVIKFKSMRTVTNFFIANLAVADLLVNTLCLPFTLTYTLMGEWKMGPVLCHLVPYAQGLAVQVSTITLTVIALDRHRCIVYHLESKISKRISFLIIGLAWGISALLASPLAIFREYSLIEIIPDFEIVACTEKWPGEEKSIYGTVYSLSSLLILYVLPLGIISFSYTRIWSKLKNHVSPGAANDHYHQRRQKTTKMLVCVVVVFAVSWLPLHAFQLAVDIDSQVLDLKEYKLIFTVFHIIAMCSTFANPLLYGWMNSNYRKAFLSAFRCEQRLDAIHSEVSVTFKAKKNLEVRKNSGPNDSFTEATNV
NPY Y1 blocker = NPY-Y1 (human) receptor antagonism; P25929; HEK293-CNG Y1 cells, membrane potential fluorescence; NPY at EC95, then isoproterenol; inhibition, % at 3.6 µM; 200,000 tested, 1% active; AID 1040;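 active = inhibition above the campaign mean inhibition of all tested compounds plus 3 SD, cut at about 20% in these data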;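 also: 0% = DMSO wells given NPY plus isoproterenol and 100% = isoproterenol alone without NPY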
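Benchmarks – high control isoproterenol alone, low control NPY with isoproterenol · Material – HEK293 Y1/CNG channel cell line · Times – dye 3 h, compound 60 min room temperature, stimulation 45 min · Probe or stimulus – NPY (25 nM), isoproterenol (1 µM), Ro 20-1724 (25 µM) · Evaluation – % inhibition of NPY effect · Signal – fluorescence, membrane potential probe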
S1P4 antag = blocks the human S1P4 receptor; O95977; 220,000 tested, 0.26% active; inhibition, % at 4.98 µM; AID 1510; S1P4-expressing cells, antagonist mode, reporter read-out; in the data active = inhibition above about 29%;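 also: 0% = wells stimulated with agonist and 100% = vehicle wells without agonist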
EP2 modulator = EP2 receptor (human) modulation; EP2-expressing cells, cAMP HTRF FRET, PGE2 co-stimulation; induction, % at 25 µM; 260,000 tested, 0.83% active; AID 940;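 active = compounds whose cAMP rise, as percent of the full-agonist control response, exceeds 60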;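 also: rat C6 glioma line stably carrying human EP2 under a CMV promoter; the protocol text gives 20 µM as final concentration; 100% = response of wells given 1 µM PGE2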
An asterisk follows results filed as active; nt = not tested or not shown; & = joins results of further samples.

SMILES	S1P4 agonist	TRPN1 ag	NPY1 pot ag	TRPML3 ag	CHOP inh	NPY2 pot ag	NPY Y1 blocker	S1P4 antag	EP2 modulator
COc1ccccc1NC(=O)COc1ccc(CO)cc1Cl	-1.7	-1.3	-16	0.7	38	-15	6	2	19
COc1ccccc1C(=O)COC(=O)c1ccccc1OCC(=O)Nc1ccc(SC(F)F)cc1	0.7	2.4	-31	1.2	-14	-3	2	-4	2
COc1ccc([N+](=O)[O-])cc1N(CC(O)Cn1nnc2ccccc21)S(=O)(=O)c1ccc(C)cc1 (stereo not drawn)	-1.9	-0.7	1	-0.3	25	-9	-2	-6	-2
O=C(COc1cc(Cl)c(Cl)cc1Cl)NCCc1ccccn1	-1.0	1.0	-12	0.7	-13	-10	3	3	-19
CSc1ccccc1NC(=O)Nc1ccc(Cl)cc1	1.0	1.3	-30	0.5	0	-10	2	1	-28
CCOC(=O)C1(Cc2ccccc2)CCN(Cc2ccc3cc(NC(C)=O)ccc3n2)CC1	-0.1	1.8	8	1.1	14	-24	0	-6	15
Fc1ccc(OCc2nnc(SCCN3CCOCC3)o2)cc1	-1.7	-1.1	-2	0.6	8	-15	-1	0	10
CC(C)(C)NC(=O)NC(=O)COC(=O)c1cccc(OC(F)F)c1	1.8	0.0	10	-0.5	15	0	9	0	-13
CCS(=O)(=O)N1CCC(C(=O)NCCC2=CCCCC2)CC1	0.1	0.5	21	1.0	9	1	2	8	2
Cn1ccnc1SCC(=O)Nc1cc(C(F)(F)F)ccc1N1CCOCC1	-1.6	-0.2	-8	0.6	36	-1	2	-28	8
CC(=O)Nc1ccc(S(=O)(=O)NNC(=O)COc2ccc(Cl)cc2Cl)cc1	-1.5	1.6	-3	0.1	11	-21	nt	6	-6
COc1cccc(C2=NOC(C(=O)Nc3cccnc3Cl)C2)c1OC (stereo not drawn)	0.9	1.4	-4	1.0	3	2	-4	-5	-29
CC(=O)c1c(N)[nH]c(-c2ccccc2)nc1=S	-1.1	0.9	4	1.2	-11	-6	-2	0	20
Cc1ccc(NC(=O)NNC(=O)c2ccccc2)cc1	-0.9	-0.6	-3	0.8	-4	-10	5	-18	-4
COc1cccc(C(=O)N(Cc2ccc3c(c2)OCO3)Cc2nc3ccccc3c(=O)[nH]2)c1	1.6	-0.8	-10	0.2	13	-5	0	-23	8

Brought forward from above: 3 compounds, then new ones.
SMILES	S1P4 agonist	TRPN1 ag	NPY1 pot ag	TRPML3 ag	CHOP inh	NPY2 pot ag	NPY Y1 blocker	S1P4 antag	EP2 modulator
CC(=O)c1c(N)[nH]c(-c2ccccc2)nc1=S	-1.1	0.9	4	1.2	-11	-6	-2	0	20
Cc1ccc(NC(=O)NNC(=O)c2ccccc2)cc1	-0.9	-0.6	-3	0.8	-4	-10	5	-18	-4
COc1cccc(C(=O)N(Cc2ccc3c(c2)OCO3)Cc2nc3ccccc3c(=O)[nH]2)c1	1.6	-0.8	-10	0.2	13	-5	0	-23	8
Cc1sc(NC(=S)NC(=O)c2ccc(C(C)(C)C)cc2)c(C#N)c1C	2.0	0.6	24	0.7	4	-1	3	-7	1
CCCCCn1c(SCc2ccncc2)nc2cc(C(=O)NCc3ccco3)ccc2c1=O	-2.2	4.3	9	0.1	11	11	5	11	33
C#CC[N+](CC)(CC)CC#Cc1ccccc1	-1.7	-1.6	6	-0.8	-5	2	nt	-32	1
CCOC(=O)c1cnc(C(F)(F)F)nc1Oc1ccccc1	1.1	0.3	-2	0.1	9	-11	nt	-9	18
C=CCNC(=S)NNC(=O)c1ccc(Br)cc1	-0.9	0.9	-2	0.8	0	-15	8	-14	1
O=C(Cn1cnc2ccccc2c1=O)N/N=C/c1ccc(Br)cc1	0.8	-1.4	3	0.5	-2	10	nt	1	-27
O=C(c1ccccc1Br)N1CCN(c2ccccc2)CC1	4.1	1.7	-14	0.0	12	-1	-3	-14	-2
CSc1ncccc1C(=O)Nc1ccc2nc(C)sc2c1	0.8	1.4	20	0.5	-3	105*	nt	-12	15
COc1ccc(/C(N)=N/OC(=O)CCc2ccccc2)cc1	0.5	1.0	-21	0.5	-2	-18	3	7	-5
CC(C)(C)c1cc(Br)c(O)c(N=Nc2ccc(S(=O)(=O)N3CCOCC3)cc2)c1	0.4	1.8	9	0.6	25	-8	-2	3	-34
COc1ccccc1C(=O)NNC(=S)Nc1ccccc1	-1.5	-0.6	5	0.2	-20	-10	1	7	-9
C=CCn1c(=O)c(C(C)=O)cn(N(C)c2ncc(C(F)(F)F)cc2Cl)c1=O	-0.2	0.1	13	0.2	24	20	4	-6	16
Cc1nn(-c2ccccn2)c2c1-c1nc(N)ncc1CC2	0.5	0.5	0	0.0	27	2	-8	-15	30
COc1cccc(CC(NC(C)=O)C(=O)NC2CCN(c3ncccc3[N+](=O)[O-])CC2)c1 (stereo not drawn)	1.0	-0.3	7	0.4	-4	-4	4	-11	-10
S=C(NCc1ccco1)Nc1ccc(Cl)cc1Cl	2.1	1.9	14	0.4	-3	-2	-4	-12	-40
COc1ccccc1CNC(=O)CCN1C(=O)COc2ccccc21	-1.1	0.5	15	-0.1	5	-7	3	0	2
CCc1nc2ccc(C)cc2c(C(=O)NC2CCCCC2C)c1C (stereo not drawn)	1.0	-1.2	-97	-1.0	0	-53	64*	-42	28
COc1ccc(C2CC(=O)c3c(ccc4ccccc34)N2)cc1OC (stereo not drawn)	-1.7	0.4	12	1.0	38	6	1	-5	-2
Cc1ccc(NC(=O)Cn2c(=O)n(Cc3ccco3)c(=N)c3c4c(sc32)COC(C)(C)C4)cc1	-0.2	0.5	-13	-0.4	7	-2	12	-8	21
CCOC(=O)Cn1nc(C)c(NC(=O)c2ccc([N+](=O)[O-])c(C)c2)c1C	0.2	0.0	-13	0.5	4	-1	2	-14	-18
C=CCN1C(=O)/C(=C/c2ccc(O)c(OC)c2)S/C1=N/c1nccs1	0.2	32*	2	16*	0	-2	1	0	70*
CN(C)S(=O)(=O)c1ccc(N2CCCC2)c(C(=O)N2CCN(c3ccc([N+](=O)[O-])cc3)CC2)c1	-0.2	0.4	-8	1.4	-8	12	-4	5	-6
CCOc1c2ccc(C(=O)NCc3ccc(OC(F)(F)F)cc3)cc2nn1CC	0.3	-0.4	-23	0.3	37	-26	2	2	10
CC(C)c1ccc(/C=N/NC(=O)c2cccc(Cl)c2)cc1	0.8	-1.5	22	0.4	19	7	2	2	-29
Cc1cccc(C)c1OCC(=O)Nc1ccc(NC(=O)c2ccco2)cc1	0.6	0.5	11	0.7	36	6	2	-25	-63&-69
CCN(CC)S(=O)(=O)c1ccc(OC)c(NC(=O)c2cn(CC)c3nc(C)ccc3c2=O)c1	1.4	-0.4	8	0.4	-16	0	-4	-4	-8
O=C(CSc1nnc2ccccn12)NNC(=O)c1ccc([N+](=O)[O-])cc1	0.2	0.7	15	1.3	-26	-19	nt	3	0
COC(CNC(=O)CNC(=S)N(Cc1ccccc1)Cc1cccs1)OC	-0.5	-0.3	9	-0.4	3	0	5	-16	17
COc1ccc(/C=C2\SC(=N)N(c3nccs3)C2=O)cc1OC	1.9	-0.2	-20	0.4	-105	1	17	-4	24
COc1ccc(C)cc1-n1nnnc1SCC(=O)Nc1cc(C)on1	0.4	-1.5	15	0.7	23	9	-5	-7	2
CSc1cccc(NC(=O)Nc2nc3c(C)cccc3s2)c1	0.1	0.5	-8	0.5	-15	-8	nt	-12	-32
COc1ccc(-n2nc(C(C)=O)c(=O)[nH]c2=O)cc1	-2.5	1.4	-1	0.6	1	0	-1	11	27
O=C(NCCO)c1ccc2[nH]c3ccccc3c2c1	-1.4	0.6	6	0.5	6	12	-3	-7	2
CN1Cc2c(N3CCOCC3)nc(SCCC#N)c(C#N)c2CC1(C)C	0.4	0.5	-4	1.0	-5	-14	nt	-7	-13
Cc1ccc(C=Nc2ccccc2C#N)s1	-0.5	1.0	15	0.8	16	-3	3	-14	7
CCCCc1nc(NCCN)c(C#N)c2c1CSC(C)(C)C2	0.0	0.3	-31	1.3	101*	-28	10	-15	46
COc1cc(CNCCc2ccc(S(N)(=O)=O)cc2)ccc1OCC(=O)NC(C)(C)C	-1.2	0.0	-9	0.5	4	0	8	5	11
CCOC(=O)C1CCN(c2nc(-c3ccccc3)nc3c2oc2ccccc23)CC1	-1.4	-1.2	-14	-0.4	-8	-6	5	-25	17
O=[N+]([O-])c1ccccc1NCc1c(O)ccc2ccccc12	1.1	1.6	31	0.6	89*	-1	nt	-11	-6
C=CCSc1n[nH]c(-c2ccccc2)n1	1.9	0.2	18	0.0	19	-14	-3	0	10
Cc1c(Cl)cccc1Nc1nc(N)nc(CSCCO)n1	-0.9	-0.2	0	-0.5	33	-3	3	-4	43
CCOc1ccc(CC(=O)OCN2C(=O)c3ccccc3C2=O)cc1	0.0	0.7	11	0.3	11	7	15	6	13
CC(C)(NO)/C(=N\O)c1ccccc1	-0.3	-0.2	-2	0.7	72*	13	-4	-21	27
Cn1c(SCC(=O)c2ccc(F)cc2)nnc1-c1ccccc1N	-0.9	3.1	1	2.2	24	4	-1	-11	-3
COc1ccc(N(CC(=O)NN=C2CCCCCCC2)S(=O)(=O)c2ccccc2)cc1Cl	1.6	-0.9	-3	0.9	25	3	-2	-9	14
COc1ccc(N2C3=C(C(=O)CC(C)(C)C3)C(c3cnn(C)c3)C3=C2CC(C)(C)CC3=O)cc1	5.4	-0.9	5	0.5	-11	-11	nt	-7	-3

Full records, looked up by structure. Screens in order: S1P4 agonist	TRPN1 ag	NPY1 pot ag	TRPML3 ag	CHOP inh	NPY2 pot ag	NPY Y1 blocker	S1P4 antag	EP2 modulator
Results for O=[N+]([O-])c1ccccc1NCc1c(O)ccc2ccccc12 → 1.1	1.6	31	0.6	89*	-1	nt	-11	-6
Results for COc1ccc(N2C3=C(C(=O)CC(C)(C)C3)C(c3cnn(C)c3)C3=C2CC(C)(C)CC3=O)cc1 → 5.4	-0.9	5	0.5	-11	-11	nt	-7	-3
Results for CCOC(=O)C1CCN(c2nc(-c3ccccc3)nc3c2oc2ccccc23)CC1 → -1.4	-1.2	-14	-0.4	-8	-6	5	-25	17

Two of these compounds in a different format:
Under each structure: S1P4 agonist	TRPN1 ag	NPY1 pot ag	TRPML3 ag	CHOP inh	NPY2 pot ag	NPY Y1 blocker	S1P4 antag	EP2 modulator
> CCOc1ccc(CC(=O)OCN2C(=O)c3ccccc3C2=O)cc1
    0.0	0.7	11	0.3	11	7	15	6	13
> COc1ccccc1NC(=O)COc1ccc(CO)cc1Cl
    -1.7	-1.3	-16	0.7	38	-15	6	2	19

Source: PubChem

Hits appear at their usual frequency. Share with any hit: about 6.5%.
